Bioassay records: PubChem, several laboratories
RSV CPE inhibition – RSV antiviral activity via CPE protection, HEp-2 cells, primary 10 µM value included (AID 2391); one-dose CPE inhibition, % at 10 µM; IC50 in µM for titrated hits; actives 0.13% (n = 310,000); HEp-2 cells, RSV-induced CPE inhibition; higher % means a stronger effect; in the data active = a potency from the dose series; also: strong numbers were not always called active
SIAH1 antagonists – Siah-1 peptide-binding antagonists, primary screen, biochemical, fluorescence polarization, rhodamine-plectin, uHTS (AID 1817); actives 0.02% (n = 290,000); E3 ubiquitin-protein ligase SIAH1 (Homo sapiens); one-dose displacement, % at 20 µM; IC50 in µM for titrated hits; Siah-1 / rhodamine-plectin peptide fluorescence polarization; higher % means a stronger effect;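 active = displacement of at least 50% at 20 µM, with a fluorescence ratio check between 0.3 and a set limit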;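 also: plate controls were Siah plus tracer with DMSO for no effect and tracer alone without Siah for full effect; strong numbers were not always called active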
HIV peptide binding – inhibitors of HIV fusion peptide binding, primary screen, biochemical, uHTS, fluorescence dequenching (AID 1986); inhibition, % at 20 µM; hits with a dose series show IC50 in µM; actives 0.3% (n = 290,000); cell-free peptide binding, fluorescence dequenching, 30 min; higher % means a stronger effect; in the data active = inhibition mostly above about 52%, no sharp cut-off; inactive = mostly below about 76%; also: some results filed as inactive read as strong as hits
LYP phosphatase – inhibitors of LYP phosphatase, biochemical, fluorescence intensity, uHTS (AID 1779). inhibition, % at 11.5 µM, or IC50 in µM where a hit was titrated. actives 0.054% (n = 290,000). Tyrosine-protein phosphatase non-receptor type 22 (Homo sapiens). recombinant LYP phosphatase, fluorescence intensity; higher % means a stronger effect; in the data active = inhibition above about 50%;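 also: plate controls were vehicle with enzyme for no effect and no enzyme for full effect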
XIAP antagonists – XIAP antagonists, biochemical, IAP family, fluorescence polarization (AID 1018). XIAP BIR domain, fluorescence polarization peptide displacement; higher % means a stronger effect. E3 ubiquitin-protein ligase XIAP (Homo sapiens). actives 0.007% (n = 200,000). one-dose displacement, % at 20 µM; IC50 in µM for titrated hits; in the data active = displacement above about 50%; also: a part of the inactive calls stands beside numbers as strong as those of hits
AID2073 – inhibitors of Mint1-CaV2.2 protein interaction, biochemical, HTRF (AID 2073); inhibition, % at 20 µM; hits with a dose series show IC50 in µM; HTRF protein-protein interaction, Mint1-CaV2.2; higher % means a stronger effect; actives 0.19% (n = 290,000); Voltage-dependent N-type calcium channel subunit alpha-1B (Homo sapiens); in the data active = inhibition mostly above about 51%, no sharp cut-off; also: some results filed as inactive read as strong as hits
MgcRacGAP inhibition – MgcRacGAP GTPase-activating activity inhibitors, confirmation, biochemical, ADP Hunter fluorescence; MgcRacGAP-stimulated Rac1 GTP hydrolysis, ADP Hunter fluorescence; higher % means a stronger effect; GST-tagged Rac1 F28L mutant substrate; inhibition, % at 30 µM; hits with a dose series show IC50 in µM; actives 0.6% (n = 340,000);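 active = first-screen hits whose inhibition reached a set limit at any dose in the follow-up dose series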;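 also: fluorescence reports GDP produced by GAP-driven GTP hydrolysis; strong numbers were not always called active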
NS5 inhibitors – Dengue-2 NS5 methyltransferase inhibitors, primary screen, biochemical, confirmation dose response (AID 588689); Dengue-2 NS5 methyltransferase capping enzyme assay, biochemical; higher % means a stronger effect; inhibition, % at 25 µM, or IC50 in µM where a hit was titrated; actives 0.3% (n = 340,000); in the data active = a potency from the dose series
SV40 large T antigen – SV40 large T antigen inhibitors, biochemical (AID 1903). SV40 large T antigen ATPase/helicase inhibition assay; higher % means a stronger effect. one-dose inhibition, % at 20 µM; IC50 in µM for titrated hits. actives 0.39% (n = 310,000); in the data active = a potency from the dose series; also: strong numbers were not always called active
NS5 inhibitors pilot replicate – recorded beside NS5 inhibitors, whose call it bears; inhibition, %; measured here: pilot screen replicate inhibition
Numbers without * were called inactive; . = no result given.

SMILES	RSV CPE inhibition	SIAH1 antagonists	HIV peptide binding	LYP phosphatase	XIAP antagonists	AID2073	MgcRacGAP inhibition	NS5 inhibitors	SV40 large T antigen	others
Cc1ccccc1NC(=O)CSc1nc(COc2ccccc2)nc2ccccc12	8.6%	-1%	4.7%	8%	-5.0%	34%	2%	-4%	4%
O=C(Cn1cc(-c2nnnn2-c2ccc(Cl)cc2)c(=O)c2ccccc21)c1ccccc1	2.5%	-2%	0.7%	1%	-1.5%	2%	7%	-7%	27%
COc1cc(-c2noc(CCC(N)=O)n2)cc(OC)c1OC	.	1%	3.3%	-1%	0.8%	6%	.	.	4%
O=C(NC1CCCC1)c1ccc(COCC(F)(F)F)o1	-0.4%	4%	-0.6%	-6%	1.5%	-6%	3%	1%	4%
CCCOc1ccc(-c2c(=O)n(O)c3ccccc3[n+]2[O-])cc1	3.7%	9%	3.3%	-2%	.	17%	14%	6%	21%
CN1CCN(c2nnc(-c3ccccc3)c(-c3ccccc3)n2)CC1	.	-9%	-2.6%	-11%	.	-3%	.	.	4%
Oc1ccc2c(c1)c1c3n2CCNC3CCC1 (configuration not stated)	2.0%	0%	1.3%	-6%	.	14%	17%	-1%	21%
CCn1c(C)nc2cc(S(=O)(=O)N3CCCCC3)ccc21	20%	4%	-1.1%	-13%	-1.8%	-1%	1%	0%	9%
Cc1nnc(NC(=O)Cc2cccs2)s1	-1.2%	-7%	-0.2%	-7%	-11%	0%	6%	3%	4%
COc1ccc(C(=O)Nc2ccc3nc4n(c(=O)c3c2)CCCC4)cc1[N+](=O)[O-]	2.7%	8%	-0.1%	-3%	-3.0%	2%	.	.	5%
COc1cc2c(cc1OC)C(c1cccc([N+](=O)[O-])c1)N(C(=O)c1ccc(F)cc1)CC2 (configuration not stated)	1.1%	-1%	-1.6%	5%	-4.5%	32%	0%	-5%	1%
COc1cccc(C(=O)Nc2cc(C(=O)NCc3ccc(C)cc3)ccc2N2CCC3(CC2)CC(c2ccccc2)=NO3)c1	0.0%	-1%	0.6%	0%	.	24%	5%	-3%	10%
CC(=O)c1ccc(N2CCN(C(=O)COc3ccc4c(c3)CCC4)CC2)cc1	5.2%	10%	0.9%	0%	.	28%	6%	5%	12%
O=Cc1ccc(N2CCCC2)o1	0.9%	3%	1.8%	-8%	-5.8%	14%	7%	2%	6%
CC(=O)C(C)n1c(CN(C)Cc2ccccc2)nc2c1c(=O)n(C)c(=O)n2C (configuration not stated)	8.3%	3%	1.4%	-8%	.	10%	6%	-1%	-5%	NS5 inhibitors pilot replicate=1.8
OCCN1CCN(C(=S)Nc2ccc(Oc3ccccc3)cc2)CC1	2.3%	5%	0.8%	2%	-5.9%	-13%	7%	4%	8%
Cc1ccc2c(COC(=O)c3ccccc3Br)cc(=O)oc2c1	1.6%	1%	-0.3%	-8%	.	-2%	5%	-5%	8%
COc1cc(OC)c(C(=O)OC(C)C(=O)Nc2cccc(C(F)(F)F)c2)cc1OC (configuration not stated)	15%	4%	-0.9%	-5%	-8.8%	5%	6%	2%	4%
COc1cc(C(=O)NC2CC3CCCC(C2)N3Cc2ccccc2)cc(OC)c1OC (configuration not stated)	1.0%	13%	2.3%	-6%	.	8%	0%	10%	6%
Cc1onc(-c2ccccc2)c1C(=O)N/N=C(\N)COc1ccc(Cl)cc1	2.7%	2%	-1.5%	6%	-3.8%	10%	6%	-4%	9%
CCOC(=O)[C@H]1[C@H]2COc3cc(OC)ccc3[C@@H]2N2C(=O)c3cc(F)ccc3NC(=O)[C@@]12C	0.2%	.	.	.	.	.	6%	4%	10%
Nc1c(C(=O)c2ccccc2)sc2c1c(=O)[nH]c(=O)n2-c1ccccc1	3.0%	-3%	-3.1%	-2%	-0.7%	8%	13%	-1%	10%
O=C(Cc1ccccc1)N1CCN(c2ccccc2F)CC1	0.3%	7%	-0.9%	-6%	.	-4%	12%	-3%	6%
Cc1nnc(NC(=O)CSc2nnc3c(n2)[nH]c2ccc(Br)cc23)s1	2.9%	3%	-0.6%	-11%	.	44%	5%	-1%	1%
OC(COC(c1ccccc1)c1ccccc1)CN1CCOCC1 (configuration not stated)	0.6%	-3%	0.7%	1%	-5.4%	-2%	10%	0%	6%
Cc1ccc(N(CC(O)CN2CCCC2)S(=O)(=O)c2ccc(C)cc2)cc1 (configuration not stated)	-1.3%	0%	1.1%	-4%	-1.2%	-3%	7%	-4%	4%
CCOC(=O)c1cnc2c([N+](=O)[O-])cnn2c1C	0.6%	-3%	-1.2%	1%	-10%	-6%	9%	-9%	-1%
Cc1ccccc1CNC(=O)C(=O)NCCC1CCCCN1S(=O)(=O)c1ccccc1 (configuration not stated)	3.4%	.	.	.	.	.	4%	-4%	12%
O=C(c1c(F)cccc1F)N(Cc1ccccn1)C1CC1	1.6%	4%	0.9%	-3%	-6.1%	-8%	0%	5%	19%
CCN(CC)C(=O)Cn1cc(S(=O)(=O)CC(=O)N2CC(C)OC(C)C2)c2ccccc21 (configuration not stated)	0.5%	13%	0.3%	-10%	.	-1%	6%	-7%	2%
Cc1ccc(-n2c(SCC(=O)NCc3ccco3)nnc2-c2cccnc2)c(C)c1	-0.4%	.	.	.	.	.	5%	-5%	11%	NS5 inhibitors pilot replicate=-5.3
O=C(NNC1=NCCCCC1)Nc1ccc(Cl)cc1	0.0%	2%	0.8%	-5%	.	9%	7%	6%	11%
O=C(NCc1ccccc1)c1ccccc1C(=O)c1ncc[nH]1	1.0%	10%	0.9%	-8%	-9.8%	9%	2%	-1%	14%
COC(=O)c1cc(=O)n(CCc2ccccc2)c(=Nc2ccc(F)cc2)s1	19%	8%	-2.1%	3%	-1.1%	-10%	8%	-1%	6%
Cc1nnsc1C(=O)Nc1cccc(Cl)c1C	0.8%	-4%	0.3%	-4%	-6.5%	-3%	8%	-8%	6%
CC1CCCCN1CCCNC(=O)C1CCN(c2nnc(-n3cccc3)s2)CC1 (configuration not stated)	-1.2%	-5%	0.2%	-16%	.	-1%	15%	-5%	7%
Cc1ccc(CCNC(=O)CNS(=O)(=O)c2ccc3nc(C)sc3c2)cc1	2.4%	0%	-0.6%	-7%	.	-6%	11%	-8%	6%
CCc1ccc(NC2=NC(C(=O)c3ccccc3)CC(=O)N2)cc1 (configuration not stated)	0.3%	12%	0.6%	3%	-1.9%	-2%	4%	-7%	12%
Cc1ccc(OCC(=O)N/N=C\c2ccc(C)o2)c([N+](=O)[O-])c1	.	4%	1.3%	0%	-3.4%	-9%	9%	-22%	7%
O=c1c(S(=O)(=O)c2ccc(Cl)cc2)cn(Cc2ccccc2F)c2ccc(F)cc12	1.4%	-2%	3.8%	4%	-6.4%	14%	1%	-4%	15%
Cc1c(C(=O)N(Cc2ccc(Cl)cc2)C2CCS(=O)(=O)C2)oc2ccccc12 (configuration not stated)	18%	1%	0.9%	-2%	.	-3%	6%	3%	8%
O=C(C1CCCN(Cc2ccccc2F)C1)N1CCCC1 (configuration not stated)	-0.9%	-3%	-0.5%	-11%	.	8%	19%	-8%	-2%
O=c1[nH]n(Cc2ccccc2)c(=O)c2ccccc12	6.8%	2%	-3.2%	-10%	-1.3%	10%	3%	-2%	13%
CCn1cc(C(=O)NCc2ccco2)c(=O)c2cc(S(=O)(=O)N3CCCC3)ccc21	2.7%	-3%	0.8%	-3%	-5.7%	-21%	4%	-3%	2%
COc1ccccc1N1CCN(C(=O)C2CCN(C(=O)c3ccccc3C)CC2)CC1	-0.1%	4%	-1.0%	-11%	.	7%	6%	4%	10%
CCN1CCN(Cc2c3ccccc3cc3ccccc23)CC1	0.5%	-1%	-1.6%	-11%	.	4%	10%	5%	6%

Ordered by count of non-hydrogen atoms (highest first): part of the list above
SMILES	RSV CPE inhibition	SIAH1 antagonists	HIV peptide binding	LYP phosphatase	XIAP antagonists	AID2073	MgcRacGAP inhibition	NS5 inhibitors	SV40 large T antigen	others
Cc1c(C(=O)N(Cc2ccc(Cl)cc2)C2CCS(=O)(=O)C2)oc2ccccc12 (configuration not stated)	18%	1%	0.9%	-2%	.	-3%	6%	3%	8%
Cc1ccc(CCNC(=O)CNS(=O)(=O)c2ccc3nc(C)sc3c2)cc1	2.4%	0%	-0.6%	-7%	.	-6%	11%	-8%	6%
CCN1CCN(Cc2c3ccccc3cc3ccccc23)CC1	0.5%	-1%	-1.6%	-11%	.	4%	10%	5%	6%

In the list so far, these contain fluorine.
SMILES	RSV CPE inhibition	SIAH1 antagonists	HIV peptide binding	LYP phosphatase	XIAP antagonists	AID2073	MgcRacGAP inhibition	NS5 inhibitors	SV40 large T antigen	others
O=C(NC1CCCC1)c1ccc(COCC(F)(F)F)o1	-0.4%	4%	-0.6%	-6%	1.5%	-6%	3%	1%	4%
COc1cc2c(cc1OC)C(c1cccc([N+](=O)[O-])c1)N(C(=O)c1ccc(F)cc1)CC2 (configuration not stated)	1.1%	-1%	-1.6%	5%	-4.5%	32%	0%	-5%	1%
COc1cc(OC)c(C(=O)OC(C)C(=O)Nc2cccc(C(F)(F)F)c2)cc1OC (configuration not stated)	15%	4%	-0.9%	-5%	-8.8%	5%	6%	2%	4%
CCOC(=O)[C@H]1[C@H]2COc3cc(OC)ccc3[C@@H]2N2C(=O)c3cc(F)ccc3NC(=O)[C@@]12C	0.2%	.	.	.	.	.	6%	4%	10%
O=C(Cc1ccccc1)N1CCN(c2ccccc2F)CC1	0.3%	7%	-0.9%	-6%	.	-4%	12%	-3%	6%
O=C(c1c(F)cccc1F)N(Cc1ccccn1)C1CC1	1.6%	4%	0.9%	-3%	-6.1%	-8%	0%	5%	19%
COC(=O)c1cc(=O)n(CCc2ccccc2)c(=Nc2ccc(F)cc2)s1	19%	8%	-2.1%	3%	-1.1%	-10%	8%	-1%	6%
O=c1c(S(=O)(=O)c2ccc(Cl)cc2)cn(Cc2ccccc2F)c2ccc(F)cc12	1.4%	-2%	3.8%	4%	-6.4%	14%	1%	-4%	15%
O=C(C1CCCN(Cc2ccccc2F)C1)N1CCCC1 (configuration not stated)	-0.9%	-3%	-0.5%	-11%	.	8%	19%	-8%	-2%
